# Screens deposited in PubChem BioAssay by The Scripps Research Institute Molecular Screening Center.
# CHO-K1 Ca PAM = counter-screen for M1 PAMs: effect in parental CHO-K1 cells; ATP EC20, Fluo-8 calcium fluorescence; 0% at ATP EC20, 100% at ATP max; activation, % at 3 µM; 360,000 tested, 0.02% active;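 active = activation above the run cutoff, the mean activation of all test compounds plus 3 SD, cut at about 40% in these data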;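 also: peak over basal fluorescence ratio in a 140 s read after ATP addition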
# TAAR1 ag = agonists of human TAAR1 | Q96RJ0 | AID 624467 | 360,000 tested, 0.99% active | activation, % at 3 µM | CHO RD-HGA16 TAAR1, Fluo-8 calcium fluorescence; vehicle wells 0%, saturating PEA agonist 100%;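 active = activation above the mean activation of all test compounds in the run plus 3 SD, cut at about 38% in these data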
# Target sequence (Q96RJ0 whole entry, looked up): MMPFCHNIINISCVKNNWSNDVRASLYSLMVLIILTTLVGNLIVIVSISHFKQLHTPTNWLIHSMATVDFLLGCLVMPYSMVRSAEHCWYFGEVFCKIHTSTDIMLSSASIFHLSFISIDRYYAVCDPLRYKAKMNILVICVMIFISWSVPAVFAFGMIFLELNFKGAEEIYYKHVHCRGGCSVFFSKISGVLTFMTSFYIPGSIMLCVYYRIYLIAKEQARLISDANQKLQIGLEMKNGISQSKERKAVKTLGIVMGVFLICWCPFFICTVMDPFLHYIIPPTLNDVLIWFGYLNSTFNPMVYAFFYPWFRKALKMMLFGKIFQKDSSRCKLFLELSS
#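 test system = CHO RD-HGA16 cells carrying human TAAR1 plus Gα16 | schedule = 17-24 h seeding, 75 min 37 °C dye, 30 min RT | compound dosing = 3 µM single concentration | control set = DMSO and PEA EC100 | replicates = n 1 | signal = Fluo-8 fluorescence, 5 s baseline then 140 s kinetic read | measure = percent activation vs PEA EC100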
# TAAR1 antag = antagonists of human TAAR1; CHO RD-HGA16 TAAR1, Fluo-8 calcium fluorescence, antagonist; Q96RJ0; inhibition, % at 3 µM; 360,000 tested, 1.5% active; AID 624466;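 active = inhibition above a per-plate cutoff, the mean inhibition of test compounds on that plate plus 3 SD, cut at about 49% in these data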;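 also: 0% = DMSO plus EC80 beta-PEA response and 100% = DMSO alone without agonist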
#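 Test system: RD-HGA16 CHO cells with stable hTAAR1 and Gα16 / Probe or stimulus: EC80 β-phenethylamine stimulus / Times: seeding 17-24 h prior, 75-min 37 °C, 30-min RT dye loading / Detection: Fluo-8 calcium-sensitive fluorescence / Read-out basis: % inhibition scaled between DMSO and EC80 PEA controls / Repeats: singlicate, one well per test compound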
# CHRM1 agonist = agonists of human M1 muscarinic receptor | CHO-K1 hM1, Fluo-8 calcium fluorescence, agonist mode; 0% DMSO, 100% acetylcholine EC100 | 360,000 tested, 0.33% active | P11229 | AID 588814 | activation, % at 3 µM;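 active = activation above the run's mean compound activation plus 3 SD, cut at about 16% in these data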;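 also: peak over basal fluorescence ratio within a 140 s kinetic read after compound addition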
# Target sequence (P11229 whole entry, looked up): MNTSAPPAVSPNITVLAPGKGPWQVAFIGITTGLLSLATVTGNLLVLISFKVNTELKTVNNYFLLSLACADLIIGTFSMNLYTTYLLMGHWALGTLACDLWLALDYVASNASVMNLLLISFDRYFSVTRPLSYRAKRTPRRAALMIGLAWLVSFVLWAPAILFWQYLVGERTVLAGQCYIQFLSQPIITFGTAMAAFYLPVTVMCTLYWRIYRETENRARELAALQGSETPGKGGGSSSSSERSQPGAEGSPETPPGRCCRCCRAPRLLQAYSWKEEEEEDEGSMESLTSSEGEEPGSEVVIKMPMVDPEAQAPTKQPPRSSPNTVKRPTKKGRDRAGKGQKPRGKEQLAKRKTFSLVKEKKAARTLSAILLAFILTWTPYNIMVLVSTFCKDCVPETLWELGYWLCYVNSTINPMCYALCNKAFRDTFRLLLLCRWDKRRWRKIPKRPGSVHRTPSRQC
# CHRM1 antagonist = human CHRM1 antagonism | P11229 | CHO-K1 hM1, Fluo-8 calcium fluorescence, ACh EC80 antagonist | inhibition, % at 3 µM | 360,000 tested, 1.3% active;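 active = percent inhibition above its own plate's cutoff, namely the mean of that plate's compound wells plus 3 SD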;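 also: peak over basal fluorescence ratio during 140 s after agonist addition; 0% = ACh EC80 plus DMSO and 100% = DMSO alone without agonist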
# M1 ag parental = nonselective activator or artifact in parental CHO-K1 cells | Fluo-8 calcium fluorescence; scaled to maximal ATP response, vehicle zero | activation, % at 3 µM | 360,000 tested, 0.48% active; in the data active = activation above about 15%;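 also: untransfected CHO-K1 host cells lacking M1 receptor as counterscreen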
# M1 PAM = potentiates human M1 receptor response to acetylcholine; P11229; CHO-K1 hM1, Fluo-8 calcium fluorescence, ACh EC20; 0% = ACh EC20, 100% = maximal ACh; activation, % at 3 µM; 360,000 tested, 0.088% active; AID 588819; in the data active = activation above about 19%, passing the limit was not always enough
# CHO-K1 Ca antag = counter-screen for M1 antagonists: effect in parental CHO-K1 cells; ATP-induced calcium, Fluo-8 fluorescence; 360,000 tested, 0.6% active; AID 602250; inhibition, % at 3 µM;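 active = inhibition above a per-plate cutoff, the plate's mean sample inhibition plus 3 SD, cut at about 24% in these data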;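 also: 0% = DMSO plus EC80 ATP and 100% = DMSO alone without ATP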
# CHO parental Ca = counter-screen: ATP calcium response change in parental CHO cells | parental CHO-K1, ATP-induced calcium, Fluo-8 fluorescence | inhibition, % at 5.6 µM | 330,000 tested, 0.63% active | AID 463079;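 active = inhibition above that plate's mean sample inhibition plus 3 SD, cut at about 26% in these data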;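 also: 0% = ATP-challenged DMSO wells and 100% = DMSO wells without ATP; some compounds past the cut are filed as inactive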
#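 Measured by: calcium-sensitive Fluo-8 fluorescence / Test system: CHO parental line / Controls: ATP-challenged DMSO wells low, unchallenged DMSO wells high / Measure: % inhibition / Compound: single nominal dose of 5.6 µM per compound / Replicates: single well per compound, no replicates / Reagent: ATP as calcium-mobilizing challenge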
# * marks the source's active call; other numbers are inactive results; · = no result given. A portion of the library. The share of hits here may be higher or lower than overall.
canonical_smiles	CHO-K1 Ca antag	CHRM1 antagonist	CHO parental Ca	TAAR1 antag	M1 ag parental	M1 PAM	CHO-K1 Ca PAM	CHRM1 agonist	TAAR1 ag
O=C(c1cccc(Cl)c1)C1CCCN(Cc2cccc3cnccc23)C1 (stereo not given)	12	18	-10	-5	1.4	-32	-13	-13	2
CC(C)CCNC(=O)c1c(N)n(CC2CCCO2)c2nc3ccccc3nc12 (stereo not given)	9	-2	-22	-4	-0.1	6	6	-2	5
COc1ccccc1-n1c(-c2ccccc2Cl)nc2ccccc2c1=O	-18	-17	-13	12	0.3	7	11	-4	0
COC(=O)C1=Nc2ccccc2/C1=C\c1c(O)n(-c2ccc(OC)cc2)c(=O)[nH]c1=O	-12	-8	-5	2	0.8	12	8	-9	11
Cc1ccc(S(=O)(=O)NC(CC(=O)N2CCC3(CC2)OCCO3)c2ccco2)cc1 (stereo not given)	-16	-16	-1	-18	0.1	6	12	-3	4
FC(F)(F)/C(=N\P(=S)(N1CCOCC1)N1CCOCC1)N1CCOCC1	-12	-12	5	·	0.3	6	2	-2	·
COC(=O)CN1C(=O)C2(C(C(=O)OC)=C(N)Oc3ccccc32)C2=C1CC(C)(C)CC2=O (stereo not given)	-19	-7	-3	15	0.2	1	10	-3	9
Cc1nonc1OCCNc1ccc([N+](=O)[O-])c2cccnc12	-4	-1	-1	-19	-0.5	-3	0	-10	-2
Cc1ccc(Cn2c(C)c3cnn(CC(=O)N4CCC5(CC4)OCCO5)c(=O)c3c2C)cc1	-12	-7	-19	-22	0.9	3	5	-2	7
CC1(C)CC(CCNCc2ccc3c(c2)OCO3)(Cc2ccccc2)CCO1 (stereo not given)	-2	0	-34	-2	0.1	-4	9	-11	6
COc1ccc(CN2C(=O)NC(=O)/C(=C\c3cc(OC)c(OC)c(OC)c3)C2=O)cc1	3	-1	-10	1	0.4	8	-4	0	1
CN1CCC(N(C)c2ncnc3ccc(Br)cc23)CC1	9	-7	·	-13	0.1	-15	-3	-6	12

# Fetched by compound from the entries so far:
canonical_smiles	CHO-K1 Ca antag	CHRM1 antagonist	CHO parental Ca	TAAR1 antag	M1 ag parental	M1 PAM	CHO-K1 Ca PAM	CHRM1 agonist	TAAR1 ag
Cc1nonc1OCCNc1ccc([N+](=O)[O-])c2cccnc12	-4	-1	-1	-19	-0.5	-3	0	-10	-2
COC(=O)C1=Nc2ccccc2/C1=C\c1c(O)n(-c2ccc(OC)cc2)c(=O)[nH]c1=O	-12	-8	-5	2	0.8	12	8	-9	11
CC(C)CCNC(=O)c1c(N)n(CC2CCCO2)c2nc3ccccc3nc12 (stereo not given)	9	-2	-22	-4	-0.1	6	6	-2	5

# The results go on:
canonical_smiles	CHO-K1 Ca antag	CHRM1 antagonist	CHO parental Ca	TAAR1 antag	M1 ag parental	M1 PAM	CHO-K1 Ca PAM	CHRM1 agonist	TAAR1 ag
O=c1[nH]c(=S)n(-c2ccc(F)cc2)c(O)c1/C=N/N1CCOCC1	7	-6	-20	-22	0.2	5	-13	1	4
CC(=O)O[C@H]1CCC2C3CC[C@H]4[C@@H](O)[C@H](O)CC[C@]4(C)C3CC[C@@]21C (stereo not given in full)	-12	-10	·	-3	0.0	2	7	1	2
CN1CCN(CCC(C#N)(c2ccccc2)c2ccccc2)CC1	3	99*	-25	-20	0.8	-22	10	-6	6
Cn1cc(C(=O)N2CCCCC2)c2ccccc21	-11	-9	1	-5	0.3	7	5	-2	-2
C[C@]1(O)CCC2C3CC[C@H]4C[C@@H](OC(=O)[C@@H](N)CCCCN)CC[C@]4(C)C3CC[C@@]21C (stereo not given in full)	-6	-8	·	-2	-0.1	-1	-2	-8	3
Brc1ccccc1CNCCc1ccc2c(c1)OCO2	4	4	-6	4	0.3	-10	-14	-10	3
CN1CCN(c2nc3ccccn3c(=O)c2C=C2C(=O)N(C)C(=O)N(C)C2=O)CC1	-7	8	-7	·	0.6	-9	-3	-7	·
COc1ccc(CCNCc2ccncc2)cc1	8	-11	-17	0	-0.3	7	-5	-4	46*
O=[N+]([O-])c1ccc(O)c([N+](=O)[O-])c1	-2	-4	-2	-27	1.2	-10	6	2	5
O=C1NC(=O)C(=CCc2ccccc2)C(=O)N1	-7	-9	·	8	0.1	7	-2	-2	0
CCCCn1c(O)c(/C=N/NC(=O)c2ccncc2)c(=O)[nH]c1=S	11	-2	-15	-14	1.0	6	-3	1	1
CC(C)N1C(=O)CCC1C(=O)N1CCC2(CC1)OCCO2 (stereo not given)	-3	-6	-7	8	0.9	4	11	-3	3
C=CCn1c(O)c(C=NCCCn2ccnc2)c(=O)[nH]c1=O	-7	-8	12	-8	0.9	4	15	-5	1
O=C(Cn1ncc2ccccc21)N1CCC2(CC1)OCCO2	-16	-18	1	-1	0.4	4	8	-2	0
O=C(COc1ccc(Br)cc1)N1CCN(C2CCCC2)CC1	-4	1	12	-8	0.1	-2	-4	-6	3
CC(C)CC1(CCc2ccccc2)C(=O)NC(=O)NC1=O	-12	-10	·	-18	0.5	4	8	5	1
O=P(O)(O)CN1CCNCCN(CP(=O)(O)O)CCNCC1	-12	-18	·	-11	1.5	6	10	-2	1
Cc1ccc(C(C)C)c(OCC(=O)N2CCN(CC(=O)N3CCOCC3)CC2)c1	-11	1	-8	-6	0.3	3	4	-3	1
COC(=O)C1=C(c2ccc(F)cc2OCc2ccccc2)C[C@@H]2CC[C@H]1N2C(=O)NCc1ccc(Br)cc1	-19	11	-22	51*	0.7	-5	12	-4	12
c1ccc(CCN2CCCCC2)nc1	-5	-2	·	-14	0.2	1	12	-6	2
COc1cccc(-c2sc3ccccc3c2-c2ccc(OCCN3CCOCC3)cc2)c1	-17	0	-21	27	1.6	2	26	-3	16
CC/C(=N\NC(=O)Nc1ccccc1)c1c(O)n(Cc2ccccc2)c(=O)[nH]c1=O	-11	-14	-17	-4	0.0	8	-7	-1	0
CC1=CC(=C2C(=O)NC(=S)NC2=O)C=C(C(F)(F)F)N1C	2	-15	-3	-9	0.1	5	6	2	2
C[C@]12CCC3C(CCC4=C/C(=N/OCC(=O)NC(CCC(N)=O)C(=O)O)CC[C@@]43C)C1CCC2O (stereo not given in full)	-4	-18	-14	-3	1.0	14	6	-3	4
NCCc1ccc(S(=O)(=O)F)cc1	11	-26	3	9	0.4	2	-5	-1	3
CC1CCCC(C2(O)C(=O)Nc3ccccc32)C1=O (stereo not given)	-13	-8	-6	-9	1.1	5	9	-4	20
C[C@]12CCC3C(CC[C@@H]4[C@H]5O[C@H]5CC[C@]34C)C1CC[C@@H]2O (stereo not given in full)	-8	-9	·	-13	-0.6	3	18	-2	7
Cc1cc(OC(=O)N(C)C)nc(SCc2c(Cl)cccc2Cl)n1	11	-5	-24	-16	0.4	18	-14	1	13
O=C(C1CC(=O)N(C2CCCCC2)C1)N1CCC2(CC1)OCCO2 (stereo not given)	-8	5	-6	-5	0.2	-2	10	-4	7
COc1ccc(-n2c(O)c(C=Nc3c(C)n(C)n(-c4ccccc4)c3=O)c(=O)[nH]c2=O)cc1	8	-13	6	6	-0.1	-3	-5	-1	7
CN(C)C(Cc1ccccc1)C(=O)c1ccccc1 (stereo not given)	6	11	-21	-12	0.3	0	-8	-4	6
Clc1ccc(CCC(Cn2ccnc2)Sc2c(Cl)cccc2Cl)cc1 (stereo not given)	10	-18	9	29	-0.6	-2	-11	0	9
COc1cc(CCN)ccc1O	-2	-22	-9	31	-0.2	-2	9	-3	90*
N#Cc1ccc(C(=O)N2Cc3cnnn3-c3ccccc3C2C#N)cc1 (stereo not given)	-10	-15	·	-33	0.8	16	14	-1	1
O=C(c1ccc2c(c1)OCO2)C1CCCN(Cc2c(F)cccc2Cl)C1 (stereo not given)	-12	92*	-15	-5	0.5	-23	9	-5	-3
COC(=O)C1=C(c2ccc(OC)c(OC)c2)C[C@@H]2CC[C@H]1N2C(=O)NCCCOC(C)C	-1	-10	-8	-3	-0.5	9	8	-5	12
Cn1cccc1C1CCCN1CC(=O)Nc1ccc(C#N)c(Cl)c1 (stereo not given)	-11	-7	-13	-11	0.7	-3	7	-6	3
CCOC(=O)c1cncn1[C@@H](C)c1ccccc1	1	-36	1	-27	0.2	13	2	2	1
COc1ccc2[nH]c3c(c2c1)CCNC3C (stereo not given)	-1	-1	-6	-37	-0.1	0	-5	-5	2
CCOC(=O)C1=C(C)OC(N)=C(C(=O)OCC)C12C(=O)Nc1ccc(Br)cc12 (stereo not given)	-10	-5	-15	12	1.7	6	16	-2	14
C[N+]1(C)[C@@H]2CC[C@H]1CC(OC(=O)C(c1ccccc1)c1ccccc1)C2 (stereo not given in full)	3	101*	-1	-2	5.7	-32	-3	-8	-1
N/C(=N\[N+](=O)[O-])NCCCC(NC(=O)CNC(=O)c1ccccc1)C(=O)O (stereo not given)	-15	8	1	-27	1.1	-2	22	-6	1
Cc1ccc(C2CC3CCC(C2)N3Cc2ccccc2F)cc1 (stereo not given)	5	30	·	-1	1.1	-22	-12	-8	14
C[C@@H]1CN([C@H](C)CO)C(=O)CCCn2nncc2CO[C@H]1CN(C)C(=O)Oc1cccc2ccccc12	0	-5	·	-7	0.4	5	16	-4	1
COc1ccccc1-n1c(Cc2ccccc2)nc2ccccc2c1=O	-5	10	-2	-1	0.8	-1	0	3	12
COc1ccc(OCC(=O)N2CCN(C3CCC(c4ccccc4)CC3)CC2)cc1 (stereo not given)	-3	-2	-18	2	1.6	-1	19	-10	-2
COc1ccc2c(c1)C(c1ccc(N(CCCl)CCCl)cc1)=NCC2	-16	9	·	-11	7.9	-19	19	0	13
ClCCNc1nc2ccc(Cl)cc2[nH]1	18	-9	3	0	-0.2	10	-2	0	11
Cc1ccc2c(c1)N(C(=O)CCC(=O)N1CCC3(CC1)OCCO3)CCO2	-10	-4	-3	-9	1.2	2	6	-4	6
O=C1NC(=O)C(CCc2ccncc2)(CCc2ccncc2)C(=O)N1Cc1ccccc1	-8	-10	-16	3	1.3	14	25	-7	17
CCCCn1c(O)c(C(=O)/C=C/c2ccc3c(c2)OCO3)c(=O)[nH]c1=O	-4	-8	-1	-27	2.0	8	16	-2	1
O=C(N/N=C/c1c(O)n(Cc2ccccc2)c(=O)[nH]c1=O)c1ccccc1O	-5	-13	-3	-20	-0.2	10	14	-1	0
C=Cn1ccnc1P(=S)(c1nccn1C=C)c1nccn1C=C	-5	-10	19	2	0.4	6	18	-4	2
